Source: PubChem BioAssay (Emory University Molecular Libraries Screening Center)
14-3-3 PPI – alters human 14-3-3 gamma binding to Raf peptide | P61981 | FP, 14-3-3gamma / TMR-pS259-Raf peptide binding | inhibition, % at 40 µM | hit rate 0.19% among 160,000; in the data active means inhibition above about 30%;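 further: 0% = protein plus tracer without compound and 100% = blank with tracer alone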
Target sequence (P61981 whole entry, looked up): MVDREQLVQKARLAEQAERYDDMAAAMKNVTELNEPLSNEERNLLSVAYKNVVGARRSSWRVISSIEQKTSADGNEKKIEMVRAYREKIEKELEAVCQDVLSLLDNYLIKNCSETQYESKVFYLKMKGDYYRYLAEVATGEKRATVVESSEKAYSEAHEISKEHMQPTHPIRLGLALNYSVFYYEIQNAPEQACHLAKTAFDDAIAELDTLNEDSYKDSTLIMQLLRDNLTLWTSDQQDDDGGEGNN
Active calls of the source: *; & = joins results of further samples. The list is partial; count on the stated rates, not on these rows.

No.	mol	14-3-3 PPI
1	O=c1[nH]c(SCc2ccccc2Cl)nc2c1cnn2-c1ccc(Cl)cc1	13
2	C=CCOc1ccc(Br)cc1C1C(C(=O)OC)=C(N)OC2=C1C(=O)CCC2 (stereo not drawn)	0
3	Cc1n[nH]c(C)c1S(=O)(=O)N1CCCC(C(=O)Nc2ccc3c(c2)OCCO3)C1 (stereo not drawn)	-1
4	Cc1ccccc1C(=O)Nc1ccc2c(c1)OCO2	2&-10
5	O=c1[nH]nc(SCc2cccc(Cl)c2)c(=O)[nH]1	-2
6	Cc1ccc(-n2nc(C)c3c(C)cc(=O)oc32)cc1Cl	-20
7	O=C(CCS(=O)(=O)Cc1cccc(Cl)c1)N1CCOCC1	3
8	CCOC(=O)CN(Cc1ccccc1)S(=O)(=O)c1ccc(Br)cc1	-4
9	CCCCOC(=O)C1=C(C)NC(=O)NC1c1cccc(F)c1 (stereo not drawn)	-4
10	Cc1cccc(NC2=NC3(CCCCC3)N=C(N)N2)c1C	5
11	CCN(CC)CC(=O)NCC1(c2ccccc2)CCOCC1	1
12	Nc1c(C(=O)NCCC2=CCCCC2)nnn1-c1ccc(OC(F)(F)F)cc1	-1
13	O=C(CSc1nc2[nH]ncc2c(=O)n1-c1cccc2ccccc12)Nc1ccccc1F	-1
14	CCOc1ccc(NC(=O)C(=O)NC2CC2)cc1	-2
15	O=C(c1cnn2c(C(F)(F)F)cc(-c3ccco3)nc12)N1CCCCCC1	-1
16	Cc1c(C(=O)Nc2ccccc2Cl)oc2ccc(S(=O)(=O)N3CCCC3)cc12	-1
17	Cc1nc2ccc(C(C(F)(F)F)(C(F)(F)F)C(F)(F)F)cc2[nH]1	-12
18	COc1ccc(-c2cc(C(=O)Nc3ccccc3C(=O)O)c3ccccc3n2)cc1OC	1
19	CC(C)C1C(=O)CC(c2ccc(Cl)cc2)NC1c1ccc(Cl)cc1 (stereo not drawn)	3
20	Cc1ccc(NC(=O)C(=O)NCCc2ccccc2)cc1	-6
21	O=C1CC(N2CCC(c3nc4ccccc4o3)CC2)C(=O)N1c1ccc(Cl)cc1 (stereo not drawn)	-25
22	Cc1ccc(Cl)cc1N1CCN(C(=O)c2ccc3c(c2)NC(=O)C(CSCc2ccccc2Cl)N3)CC1 (stereo not drawn)	-141
23	O=C(C1CCCCC1)N(CCN1CCCC1)c1nc2ccccc2s1	-20
24	O=[N+]([O-])c1ccc(NCCCc2ccccc2)c(S(=O)(=O)N2CCOCC2)c1	-36
25	CCOC(=O)/C=c1\s/c(=C\c2ccc3c(c2)OCCO3)c(=O)n1CC(=O)NCC1CCCO1 (stereo not drawn)	-15
26	CCOC(=O)N1CCN(Cc2nc3c(c(=O)n(C)c(=O)n3C)n2Cc2ccc(F)cc2)CC1	1
27	COc1ccccc1CNC(=O)c1cnc(Nc2ccccc2OC)c2ccccc12	-14
28	CCC1Sc2ccccc2N(CC(=O)NCCN(CC)CC)C1=O (stereo not drawn)	-5
29	Cc1ccc(-c2nc3ccccc3c(C(=O)O)c2C)s1	-5
30	Cc1cccc(OCc2nnc(SCC(=O)c3cccs3)n2C)c1C	-8
31	CCCCCCn1cnc2c(c1=O)c1nc3ccccc3nc1n2/N=C/c1ccco1	-15
32	CCC(=O)NC(Nc1sc2c(c1C(=O)OC)CCN(C)C2)(C(F)(F)F)C(F)(F)F	6
33	Cc1cc(Nc2cc(C)on2)n2ncnc2n1	-5
34	O=C1CSC(=NC(=O)c2ccccc2)N1	-1
35	Oc1c(F)cccc1C=Nc1ccc(-c2nc3ccccc3s2)cc1	-325
36	O=C(NC1CCCCC1)C1CCCN(S(=O)(=O)c2cccnc2)C1 (stereo not drawn)	-28
37	COCCCNC(=O)c1nn(-c2ccc(OC)cc2OC)c(=O)c2ccccc12	1
38	CC(=O)c1cccc(N(CC(=O)O)S(C)(=O)=O)c1	-5
39	O=C1CCC(=O)N1c1nc2nc(-c3ccccc3)cc(-c3ccccc3)n2n1	-12
40	O=S(=O)(c1ccc(C2Nc3ccc(Br)cc3C3C=CCC32)cc1)N1CCOCC1 (stereo not drawn)	-75
41	c1ccc(OCCSc2nnc3sc4ccccc4n23)cc1	4
42	O=C(CN(C(=O)Cn1nnc(-c2cccs2)n1)c1cnc2ccccc2c1)NCC1CCCO1 (stereo not drawn)	1
43	Cn1c(N2CCOCC2)nc2c1c(=O)n(Cc1ccc(Cl)c(Cl)c1)c(=O)n2C	-10
44	COCCNc1oc(-c2ccc(C)cc2)nc1C#N	-2
45	CCN1C=CC(=Cc2cccc[n+]2C)c2ccccc21	-36
46	COCCn1cnc2sc(C(=O)Nc3ccc(OC)c(OC)c3)c(C)c2c1=O	-2
47	Cc1ccc(N(C(C)C(=O)O)S(=O)(=O)c2cccnc2)cc1 (stereo not drawn)	0
48	Cc1cccc(C)c1NS(=O)(=O)c1ccc(NC(=O)c2ccc(C3SCC(=O)N3Cc3ccccc3)cc2)cc1 (stereo not drawn)	-34
49	CC1(C)CC(=O)C(C=NCCCO)=C(O)C1	3
50	CC(CCc1ccccc1)C(=O)NO (stereo not drawn)	-8

Reformatted: entries from further up.
#44 COCCNc1oc(-c2ccc(C)cc2)nc1C#N
  14-3-3 PPI = -2
#45 CCN1C=CC(=Cc2cccc[n+]2C)c2ccccc21
  14-3-3 PPI = -36
#46 COCCn1cnc2sc(C(=O)Nc3ccc(OC)c(OC)c3)c(C)c2c1=O
  14-3-3 PPI = -2
#47 Cc1ccc(N(C(C)C(=O)O)S(=O)(=O)c2cccnc2)cc1 (stereo not drawn)
  14-3-3 PPI = 0

Remaining list, next part:
No.	mol	14-3-3 PPI
51	O=C(NCc1ccc2c(c1)OCO2)C1CCN(S(=O)(=O)c2ccc(Br)s2)CC1	-13
52	Cc1cccc(-c2nsc(SCC(=O)Nc3nccs3)n2)c1	1
53	O=C(NC1CCCC1)C(c1cccs1)N(C(=O)c1ccno1)c1ccccc1 (stereo not drawn)	0
54	CC1(C)CC(CCN)(c2ccc(F)cc2)CCO1 (stereo not drawn)	-5
55	CCCN1C(=O)SC(CC(=O)Nc2ccc(OCC)cc2)C1=O (stereo not drawn)	-9
56	O=C1NC(c2ccc(F)cc2)C(C(=O)c2cccs2)C(O)(C(F)(F)F)N1 (stereo not drawn)	-5
57	COc1ccc(OC)c(N=c2oc3cc(O)ccc3cc2C(N)=O)c1	2
58	O=C(CSc1nnc(-c2cccnc2)o1)c1c[nH]c2ccccc12	-7
59	c1ccc(-c2csc(NCc3ccco3)n2)cc1	-2
60	O=C(O)c1ccc2c(c1)N(Cc1ccc(F)cc1)C(=O)CS2	1
61	CCC1(CC)OC2c3cc([N+](=O)[O-])ccc3OC(C)N2c2ccccc21 (stereo not drawn)	-15
62	C=CCNC(=O)c1cc(S(=O)(=O)N2CCc3ccccc32)ccc1F	1
63	O=[N+]([O-])c1ccc(-c2nnc(-c3ccco3)o2)cc1	-4
64	Cc1cc([N+](=O)[O-])nn1C(=O)c1ccccc1F	0
65	Cc1cc(C)cc(NC(=O)c2cc3nc(-c4ccc5c(c4)OCO5)cc(C(F)(F)F)n3n2)c1	0
66	Brc1ccc(-c2csc3ncnc(NCCc4ccc5c(c4)OCCO5)c23)cc1	-14
67	Cc1nn(C)c(C)c1S(=O)(=O)Nc1ccc(C(C)C)cc1	3
68	CC1CCCCC1N=c1c([N+](=O)[O-])nn(-c2ccccc2)n1O (stereo not drawn)	-21
69	O=C(CCCCn1c(=O)[nH]c2ccccc2c1=O)N1CCCCC1	-5
70	Cc1ccc2nc(-c3ccc(NC(=O)c4ccc(C)c([N+](=O)[O-])c4)cc3)sc2c1	-3
71	CCNC(=O)NC1(C(=O)Nc2ccc3c(c2)CCC3)CCCCC1	1
72	CCn1cnc2sc(C(=O)N3CCN(c4ccccc4OC)CC3)c(C)c2c1=O	-6
73	O=C(NCCCc1ccccc1)C1CCN(c2nnc(-n3cccc3)s2)CC1	-5
74	CCCc1cc(=O)[nH]c(SCC(=O)N2CCN(c3ccccc3)CC2)n1	1
75	CCN1CCN(S(=O)(=O)Cc2ccccc2)CC1	-3
76	COc1ccc(Cn2c(=O)c3ccccc3c3ccccc3c2=O)cc1	-2
77	CC(C)CCNC(=O)CN1C(=O)CSc2ccc(S(=O)(=O)N3CCOCC3)cc21	-1
78	COc1ccc(CNC(=O)c2ccc(Cn3c(=O)[nH]c4ccsc4c3=O)cc2)cc1	5
79	CN(C)C(=O)N1CCCC(C(=O)NCc2ccc(F)cc2Cl)C1 (stereo not drawn)	2
80	O=C(Cn1cnc2ccccc2c1=O)NC1CCCc2ccccc21 (stereo not drawn)	-20
81	CCNc1nc(NC(C)C)nc(Nn2cnnc2)n1	-7
82	N#Cc1nc(-c2ccccc2F)oc1NCc1cccc2c1OCO2	-3
83	O=S(=O)(c1ccccc1)N1CCC(N2CCCCCC2)CC1	1
84	CCCOc1ccc(OC(=O)Cn2cnc3sc4c(c3c2=O)CCCC4)cc1	-5
85	O=C(NCC1CCCO1)c1ccc(N2CCCC2=O)cc1 (stereo not drawn)	0
86	CCCCN(C)C1CC(=O)N(c2ccccc2)C1=O (stereo not drawn)	-14
87	O=C(O)C1C2C=CC3(CN(C/C=C/c4ccccc4)C(=O)C13)O2 (stereo not drawn)	-7
88	CC(C)CCNC(=O)CCCn1c(=S)[nH]c2ccsc2c1=O	-7
89	CCN(CC)c1ccc(C2NC(=O)NC(C)=C2C(=O)Nc2ccccc2)cc1 (stereo not drawn)	-23
90	CCc1ccc(N=Cc2c(O)ccc3ccccc23)cc1	-4
91	CC(C)(C)c1ccc(NC(=O)CC2(C(F)(F)F)OCCO2)cc1	-1
92	C=CCn1c(=O)c2ccccc2n2c(SCc3c(C(=O)OCC)oc4ccccc34)nnc12	-1
93	CCCCCc1cc[nH]c1-c1ccccc1	-112
94	CCOC(=O)c1ccccc1NC(=O)CN(c1ccccc1)S(=O)(=O)N(C)C	-6
95	Cc1nc2sc(-c3ccccc3)cc2c(=O)n1-n1cccc1	-5
96	Cc1c(C)n(CC(O)CN2CCN(C)CC2)c2ccccc12 (stereo not drawn)	3
97	CC1=C(C(=O)OCc2ccccc2)C(c2ccccn2)c2c(n(C)c(=O)n(C)c2=O)N1 (stereo not drawn)	-1
98	Cc1c(NC(=O)COc2ncnc3c(Cl)cc(Cl)cc23)c(=O)n(-c2ccccc2)n1C	-6
99	NC(=O)c1c(NC(=O)COc2ccccc2Br)sc2c1CCCC2	-6
100	O=C(CCCCn1c(=O)[nH]c2ccccc2c1=O)N1CCN(c2ncccn2)CC1	-10

Next structures follow.
No.	mol	14-3-3 PPI
101	Nc1ccccc1NCCOc1ccccc1	-55
102	Cn1cnnc1SCC(=O)Nc1sccc1C#N	-2
103	CCc1nnc(NC(=O)CCC(=O)N2CCN(CCOc3ccc(C)cc3)CC2)s1	-5
104	CCC(=O)N1c2ccccc2-c2nnc(SC)nc2OC1c1ccc(OC)cc1 (stereo not drawn)	-7
105	Cc1ccc(-c2[nH]c3ccccc3c2C(C[N+](=O)[O-])c2ccc3c(c2)OCO3)cc1 (stereo not drawn)	-8
106	O=C(c1ccco1)N1CCN(C(c2ccccc2)c2nnnn2Cc2cccs2)CC1 (stereo not drawn)	-2
107	CCCCNC(=O)c1cc(-c2ccc(OC)cc2)on1	-5&-5
108	CCCN1C(=O)C2(/C(=C(\O)c3ccc4c(c3)OCCO4)C(=O)C(=O)N2CCCOC)c2ccccc21 (stereo not drawn)	-7
109	COc1cc2cc(C)c(SCC(=O)N3CCOCC3)nc2cc1OC	-19
110	Nc1nc(SCc2ccc3c(c2)OCCO3)n[nH]1	-4
111	CCOC(=O)c1sc2ccc(S(=O)(=O)N3CCOCC3)cc2c1N	-13
112	COc1ccc(C2C(C(=O)NCc3cccnc3)c3ccccc3C(=O)N2C)cc1OC (stereo not drawn)	0
113	Cc1cc(C)nc(SCC(=O)Nn2cnnc2)n1	3
114	COc1ccc(CNc2oc(COc3ccc(OC)cc3)nc2C#N)cc1	-20
115	COc1ccc(-c2cc(C(F)(F)F)n3nc(C(=O)OC(C)C)cc3n2)cc1OC	2
116	COc1cc(SC)ccc1C(=O)Nc1ccc2c(c1)OCCO2	0
117	CCc1ccccc1N(C)C(=O)c1nn(-c2ccc(OC)cc2)c(=O)c2ccccc12	0
118	Cc1ccn2c(Nc3ccc(F)cc3)c(-c3ccco3)nc2c1	-9
119	O=C(O)c1cccc(NC(=O)c2cccc(S(=O)(=O)N3CCCCC3)c2)c1	3
120	CC(=O)N1CCc2cc(S(=O)(=O)NC(CC(C)C)C(=O)Nc3ncc(Br)s3)ccc21 (stereo not drawn)	-65
121	CC(CS(=O)(=O)c1ccc(N)cc1)N1CCCCC1 (stereo not drawn)	-13
122	O=C(O)C1C2CCC(C2)C1C(=O)Nc1cccc([N+](=O)[O-])c1 (stereo not drawn)	-10
123	c1cnc(N2CCN(Cc3ccc4c(c3)OCO4)CC2)nc1	0
124	O=C(NCCc1c[nH]c2ccccc12)c1ccc(Cn2c(=O)[nH]c3ccccc3c2=O)cc1	-1
125	c1ccc(-c2n[nH]c3ccccc23)cc1	-7
126	CC(=O)NCCOc1ccc(C(=O)O)cc1	-3
127	COc1ccc(CCNc2cc(C(C)C)c(C#N)c3nc4ccccc4n23)cc1OC	-27
128	CCOc1ccccc1CNC(=O)c1cc(=O)[nH]c2ccc(S(=O)(=O)N3CCCC(C)C3)cc12 (stereo not drawn)	-11
129	CC1CC(C)CN(C(=O)CSc2nc3ccccc3c(=O)n2C2CC2)C1 (stereo not drawn)	-11
130	COc1cc2c(cc1OC)C(C(=O)O)C(c1ccc(C)o1)N(C)C2=O (stereo not drawn)	0&-4
131	CCCc1nc(-c2ccccc2O)n(-c2ccccc2)n1	-7
132	Cc1ccc(NC(=O)c2cc(-c3ccc(Br)cc3)nc3ccccc23)cc1	5

Some of these compounds in order of their number in 14-3-3 PPI, ascending:
No.	mol	14-3-3 PPI
128	CCOc1ccccc1CNC(=O)c1cc(=O)[nH]c2ccc(S(=O)(=O)N3CCCC(C)C3)cc12 (stereo not drawn)	-11
126	CC(=O)NCCOc1ccc(C(=O)O)cc1	-3
124	O=C(NCCc1c[nH]c2ccccc12)c1ccc(Cn2c(=O)[nH]c3ccccc3c2=O)cc1	-1
